pAkt inh = blocks phosphorylation of Akt; actives 0.32% (n = 360,000); Neuro2A IGF-stimulated pAkt S473 HTRF, 20 min; active compounds read low; activity change, % for hits at 50 µM; in the data active = activity change below about -80%; inconclusive = mostly about -51% to -80%; also: % is scaled to controls: 0 for no effect and ±100 for the full control effect
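Neuro2A cells (4,500/well, DMEM with 0.5% FBS) were treated with compound at a single 50 µM final concentration, stimulated with 6 nM IGF for 20 min at 37 °C, and lysed. Phospho-Akt Ser473 was read by HTRF as 665/615 ratio ×10^4.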
EPAC2 antagonist = antagonists of human EPAC2; Potency, µM (doses to about 114 µM), without a hit: at the highest dose activity, negative = inhibition, usual class: inhibitors; actives 0.18% (n = 360,000); EPAC2 GEF exchange of Rap1B-BODIPY-GDP, fluorescence; Q8WZA2; also: potency is read from the fitted curve at half-maximal effect; % is scaled to controls: 0 for no effect and ±100 for the full control effect; nearly all actives have a fitted effect of over 45% in size; many of its hits are not listed in these tables
D3 antag = D3 dopamine receptor (human) antagonism | P35462 | D3R cells, DiscoveRx beta-arrestin luminescence, antagonist mode; active compounds read low | max response, negative = inhibition, % | actives 2.5% (n = 360,000) | AID 652054; in the data active = max response below about -50%; inconclusive = no clear call, values can overlap the other calls; also: % is scaled to controls: 0 for no effect and ±100 for the full control effect; mostly tested at two doses, the higher about 12 µM
Target sequence (P35462 whole entry, looked up): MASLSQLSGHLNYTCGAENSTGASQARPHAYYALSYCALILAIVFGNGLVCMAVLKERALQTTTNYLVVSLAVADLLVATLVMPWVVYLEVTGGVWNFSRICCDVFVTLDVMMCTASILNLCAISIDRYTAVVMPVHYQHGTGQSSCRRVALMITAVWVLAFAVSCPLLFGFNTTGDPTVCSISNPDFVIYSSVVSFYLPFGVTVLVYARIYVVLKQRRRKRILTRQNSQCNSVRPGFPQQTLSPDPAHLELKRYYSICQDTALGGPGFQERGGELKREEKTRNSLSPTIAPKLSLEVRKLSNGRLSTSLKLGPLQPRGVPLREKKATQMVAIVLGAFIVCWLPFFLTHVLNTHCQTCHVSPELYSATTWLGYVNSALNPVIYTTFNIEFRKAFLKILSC
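Cells expressing the human receptor were seeded at 1500 cells/well, incubated overnight at 37 degrees C in 5% CO2, then exposed to library compounds with dopamine controls for 90 minutes at 37 degrees C before luminescent detection.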
D3 ag = D3 dopamine receptor (human) agonism; AID 652048; max activation, %; P35462; actives 0.58% (n = 410,000); D3R DiscoveRx beta-arrestin cells, luminescence, 90 min; in the data active = max activation above about 30%; also: 0% is about no effect; mostly tested at two doses, the higher about 12 µM
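Agonist mode: compounds and dopamine controls were applied to plated cells for 90 min at 37 degrees C after an overnight attachment at 1500 cells/well. Luminescent read-out followed 30 - 60 minutes at room temperature with DiscoveRx detection reagent.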
EPAC2 agonist = activates human EPAC2 exchange factor; Q8WZA2; EPAC2 activation, biochemical qHTS; response scale: 100% = 6.5 mM cAMP response; Potency, µM (titrated, usually from 154 µM), inactives show top-dose activation, usual class: activators; actives 0.079% (n = 360,000); AID 720711; also: potency is read from the fitted curve at half-maximal effect; nearly all actives have a fitted effect of over 50% in size
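In this primary screen, activation is scored as increased exchange of BODIPY-GDP from Rap1B by 100 nM EPAC2, with 50 uM GDP as competitor. Signal is normalized to the 6.5 mM cAMP agonist control.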
CCT chaperon mod = changes cytosolic chaperonin activity | purified chaperonin ATPase assay, HTRF ADP detection, 30 min | activity change, % (no concentration beside the values), hits read low | actives 0.3% (n = 360,000); in the data active = activity change below about -30%; also: % is scaled to controls: 0 for no effect and ±100 for the full control effect
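TRiC at 40 or 20 nM final (batch-dependent) in 30 mM Tris pH 7.4, 100 mM KCl, 5 mM MgCl2, 1 mM DTT, with compound at single 76 uM and 10 uM ATP, 30 min at 37 deg C. ADP detected by HTRF Transcreener, 665/615 ratio.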
PTHR1 ag = agonists of human PTHR1 parathyroid hormone receptor. Q03431. HEK293 GP2 PTHR1 cells, GloSensor cAMP luminescence, 1 h. Potency, µM (series often up to 115 µM), inactives show at the highest dose activation, most hits filed as activators. actives 0.075% (n = 410,000); also: potency is read from the fitted curve at half-maximal effect; nearly all actives have a fitted effect of over 55% in size; some results filed as inactive show a strong effect at the top dose; inactives centre near -15; many of its hits are not listed in these tables
Target sequence (Q03431 whole entry, looked up): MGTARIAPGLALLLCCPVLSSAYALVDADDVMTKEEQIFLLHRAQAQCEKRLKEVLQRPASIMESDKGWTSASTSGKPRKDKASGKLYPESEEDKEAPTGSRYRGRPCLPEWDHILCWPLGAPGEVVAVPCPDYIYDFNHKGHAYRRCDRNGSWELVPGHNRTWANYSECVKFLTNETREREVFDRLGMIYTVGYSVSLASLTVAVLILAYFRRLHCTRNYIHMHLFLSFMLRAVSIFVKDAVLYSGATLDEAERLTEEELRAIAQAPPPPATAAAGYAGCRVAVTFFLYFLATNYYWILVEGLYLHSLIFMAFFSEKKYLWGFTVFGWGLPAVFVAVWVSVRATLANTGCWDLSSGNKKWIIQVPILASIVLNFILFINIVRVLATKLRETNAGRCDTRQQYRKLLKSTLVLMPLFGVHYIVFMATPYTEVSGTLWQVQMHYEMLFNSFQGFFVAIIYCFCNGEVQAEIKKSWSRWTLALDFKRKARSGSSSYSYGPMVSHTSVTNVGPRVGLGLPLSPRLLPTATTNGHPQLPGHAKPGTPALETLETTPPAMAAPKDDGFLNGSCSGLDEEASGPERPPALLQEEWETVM
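HEK-293-derived GP2 cells expressing PTHR1 and a GloSensor cAMP reporter, 3,000/well, plated overnight, given luciferin plus IBMX (each 0.5 mM as added) for 1 h at 37 °C, then compound for 1 h at 37 °C. Luminescence was read after 15 min at room temperature.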
MmCpn inh = blocks the Methanococcus maripaludis chaperonin Mm-Cpn; purified Mm-Cpn ATPase, ADP Transcreener TR-FRET; Potency, µM (series often up to 76.9 µM), for inactives: top-dose activity, negative = inhibition, most hits filed as inhibitors; actives 0.031% (n = 330,000); AID 504842; also: potency is read from the fitted curve at half-maximal effect; % is scaled to controls: 0 for no effect and ±100 for the full control effect; nearly all actives have a fitted effect of over 80% in size
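Inhibition of chaperonin ATP hydrolysis is measured as reduced ADP production, detected by competitive TR-FRET in which signal falls with ADP. Final enzyme 25 nM and ATP 10 uM, reacted 30 min at 37°C.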
An asterisk follows results filed as active; i = inactive; ? = inconclusive; . = no result given; & = joins results of further samples; [ ] = dose if it differs, or a comment. Unless noted, calls follow the shape of the dose curve; as a rule, active = well fitted curve in the direction sought with a large enough effect; inconclusive = small, poorly fitted or top-dose-only effect, or another doubt; inactive = no such curve, though single readings can be large; an effect the other way counts as inactive or inconclusive.

SMILES	pAkt inh	EPAC2 antagonist	D3 antag	D3 ag	EPAC2 agonist	CCT chaperon mod	PTHR1 ag	MmCpn inh
Cc1ccc(OCc2cccc(S(=O)(=O)N(C)C)c2)c([N+](=O)[O-])n1	i	0%	9	9	3%	0.0	i	-17%
CCN(CC)S(=O)(=O)c1ccc(N2CCCCC2)c(NC(=O)C2=COCCO2)c1	i	-15%	0	-11	9%	-3.4	-15%	0%
C=C(C)CCOC(=O)C(CC(=O)O)NCc1ccco1 (stereo not given)	i	19%	-10	-3	0%	0.0	i	-1%
O=C(c1cc2ccccc2c(=O)o1)N1CCCCCC1	i	1%	10	8	4%	-1.1	i	1%
CCn1c(C)c(C)c2cc(C(=O)NCCN3CCOCC3)ccc21	i	0%	-13	-2	-2%	-40*	-14%	-6%
CCOC(=O)C1CCCN(c2c(N3CCN(c4cccc(Cl)c4)CC3)c(=O)c2=O)C1 (stereo not given)	i	-6%	-3	-1	0%	0.3	i	-3%
COc1ccc(NC(=S)N2CCN(C)CC2)cc1	i	2%	6	-5	-9%	-0.8	i	.
COc1ccc(NC(=O)C/C(C)=N/NC(=O)c2ccncc2)c([N+](=O)[O-])c1	i	24%	-19	-14	6%	-16	-19%	-4%
O=C(Cn1c(-c2ccccc2)c[n+]2ccsc12)c1ccc([N+](=O)[O-])cc1	i	-3%	1	0	17%	-0.8	i	-1%
CCOc1ccc(NC(=S)N(CCN2CCOCC2)Cc2cc3cc4c(cc3[nH]c2=O)OCO4)cc1	i	-9%	20	0	6%	-0.4	-6%	-2%
CC1=C(C)C(=O)OC(C(C)C2CCC3C4CC=C5CC(OC6OC(COC7OC(CO)C(O)C(O)C7O)C(O)C(O)C6O)CC(O)C5(C)C4CCC23C)C1 (stereo not given)	i	2%	-2	6	-8%	2.6	i	.
C=CCN(C(=O)CNC(=O)c1ccco1)C(C(=O)NC1CCCCC1)c1cccnc1 (stereo not given)	i	3%	15	-5	5%	0.9	-18%	1%
O=C(Nc1nc2ccc(F)cc2s1)C1CC(=O)N(c2ccc3c(c2)OCCO3)C1 (stereo not given)	i	-3%	13	2	6%	-1.9	-11%	0%
CC(=O)Nc1ccc(S(=O)(=O)Nc2ccc(=O)n(Cc3ccc(Cl)c(Cl)c3)c2)cc1	i	-1%	26	1	2%	2.2	-19%	3%
Cc1c(C(=O)c2cccc([N+](=O)[O-])c2)c2ccccn2c1CCC#N	i	-8%	12	0	10%	-2.2	i	-10%
O=C(NCCC1=CCCCC1)c1cc(S(=O)(=O)N2CCOCC2)c(Cl)cc1Cl	i	0%	24	7	0%	-0.4	-34%[inhibitor]	1%
CCOC(=O)Cn1c(=N)n(CCOc2ccc(OC)cc2)c2ccccc21	i	2%	14	2&-17	9%	-1.3	i	1%
CC(CN1CCOCC1)OC(=O)C(C)(c1ccccc1)c1ccccc1 (stereo not given)	i	-1%	?	-6	9%	0.5	i	-2%
CC1=C(C(=O)NCc2ccccc2)C(c2cccs2)n2ncnc2N1 (stereo not given)	i	-3%	?	-2	10%	-0.4	14%[57.5 µM]	1%
CCOC(=O)c1ccc(NC(=O)CCC(=O)OC)cc1	i	9%	-7	2	2%	1.2	-2%[57.5 µM]	-1%
CCOc1ccccc1C(=O)N(CCC(=O)OC)c1ccccn1	i	15%	5	2	6%	0.7	i	-2%
CC1=Nn2c(nc(-c3ccccc3)c2-c2ccccc2)NC(=O)C1Br (stereo not given)	i	0%	0	0	4%	1.0	i	1%
CC1(c2ccccc2)O[C@@H]2C[C@H]3[C@@H]4CCC5=CC(=O)C=C[C@]5(C)[C@@]4(F)[C@@H](O)C[C@]3(C)[C@]2(C(=O)CO)O1 (stereo not given in full)	i	-3%	-19	-7	27%	-0.8	i	-1%
O=C(CN1C(=O)NC2(CCCC2)C1=O)Nc1ccc(S(=O)(=O)N2CCOCC2)cc1	i	-8%	14	5	-6%	-1.8	i	3%
COCC(=O)N1CCC(Oc2ccc(C(=O)N3CCSCC3)cc2)CC1	i	12%	-6	-1	-1%	-3.1	1%	-1%
Cc1ccc(N(C)S(=O)(=O)c2cccc(C(=O)NCC(c3cccs3)N3CCOCC3)c2)cc1 (stereo not given)	i	4%	18	-23	4%	0.8	-12%	-4%
CSc1ncc(Cl)c(C(=O)Nc2ccccc2[N+](=O)[O-])n1	i	-4%	4	6	-5%	-1.4	-61%[inhibitor]	-4%
CCNC(=O)C1(C)CCCN(Cc2cc3ccccc3o2)C1 (stereo not given)	i	-30%	26	3	1%	-3.0	-9%	.
O=C(O)c1ccc2oc(SCC(=O)N3CCCCC3)nc2c1	i	-5%	14	1	-4%	0.1	-3%[57.5 µM]	2%
COc1ccc(/C=C(/NC(=O)c2ccccc2Cl)C(=O)NCCCC(=O)O)cc1	i	-4%	-3	4	8%	-1.2	i	-2%
Cc1cccc(N(CC(=O)N2CCCCCC2)S(C)(=O)=O)c1	i	1%	20	2	-3%	-0.9	i	0%
COc1cc(C(=O)Nc2ccc(NC(=O)c3cccc(Cl)c3)nc2)cc(OC)c1OC	i	-11%	36	4	-3%	0.7	-15%	0%
CC(C)CN1C(=O)c2ccc(C(=O)Nc3ccccn3)cc2C1=O	i	-1%	17	0	5%	-2.0	-34%[inhibitor][57.5 µM]	-4%
O=C(CCc1ccccc1)NC(c1cccs1)c1cc(Cl)c2cccnc2c1O (stereo not given)	i	-1%	14	7	-3%	0.1	-58%[inhibitor]	-3%
O=C(COc1ncnc2ccc(Br)cc12)NCc1ccco1	i	-10%	0	8	0%	-0.9	i	-3%
O=C(CCCN1CCC(NC(=O)c2ccccc2)CC1)c1ccc(Cl)cc1	i	-4%	?	-17	0%	-2.3	-25%	-1%
Cc1cccc(N)c1-c1c(C)cccc1N	i	-4%	0	2	-4%	0.2	i	2%
Cc1cccc(NS(=O)(=O)c2ccc(S(=O)(=O)N3CCCC3)cc2)c1	i	5%	18	5	2%	0.5	i	.
O=C(CSc1nc(=O)n(CCCN2CCOCC2)c2c1CCCC2)Nc1ccc(Cl)cc1	i	5%	6	1	4%	1.3	i	-2%
CN1CCC(N(C)C(=O)c2ccccc2Nc2ccc(SC(F)F)cc2)CC1	i	5%	-19	-10	2%	-2.1	-3%[57.5 µM]	2%
CCCNC(=O)Nc1ccccc1SC	i	4%[57.1 µM]	2	-3	16%	-2.5	-3%	2%
COc1ccccc1C(=O)Nc1ccccc1C(=O)Nc1ccccc1	i	5%	2	5	16%	0.5	i	.
C/C(=N\NC(=O)c1ccccc1O)c1ccc(NC(=O)c2ccccc2)cc1	i	-2%	2	2	4%	-0.5	-27%	0%
COc1ccc(C(=O)Nc2ccnn2C2CCN(Cc3ccc4nonc4c3)CC2)cc1	i	1%	-16	-10	1%	1.1	i	0%
Cc1cccc(NC(=O)CSCC(=O)Nc2ccccc2N2CCCC2)c1	i	-17%	-28	-6	?	-6.1	-13%	-1%
Cc1cc[n+](-c2[nH]c(=O)sc2/C=N/N=C(\[O-])CCn2c3ccccc3c3ccccc32)cc1	i	-14%	4	-4	1%	-2.2	i	0%
CC(C)(C)NC(=O)c1cccc(NC(=O)c2ccc3c(c2)C(=O)N(C(C)(C)C)C3=O)c1	i	-21%	59	8	-11%	-1.1	-37%[inhibitor]	-3%
Cc1ccc(S(=O)(=O)NCC(=O)N(CC(=O)NCc2ccco2)C2CCCC2)cc1	i	14%	5	-1	1%	2.2	4%	-1%
O=C(C1CCCN(Cc2cccc(Cl)c2)C1)N1CCCCC1 (stereo not given)	i	4%	?	-20	2%	1.1	i	4%
CCCN1CCN(C(=O)Nc2ccc(OCC)cc2)CC1	i	0%	2	0	5%	0.1	i	-12%
Cc1ccc2sc(C)[n+](CCO)c2c1	i	-7%	0	0	16%	-2.1	?	-4%
Cc1ccc(Oc2ccc(C(=O)NC3CCSC3=O)cn2)cc1 (stereo not given)	i	4%	7	-1	5%	-2.7	i	0%
CCCC(=O)N1CCCC1(C)C(=O)Nc1ccc(-n2cncn2)cc1 (stereo not given)	i	9%	10	4	6%	-0.8	-21%	.
Cc1ccccc1-c1nnc(-c2ccccc2C)o1	i	-3%	14	2	5%	-2.1	-25%[57.5 µM]	-1%
COc1ccc(SC2=C[C@@]3(O)CC[C@@H](O)[C@@](Sc4ccc(OC)cc4)(C2=O)[C@H]3O)cc1	i	4%	-14	0	8%	1.2	-68%[inhibitor]	.
Cn1ncc2c(Nc3cc(Cl)cc(Cl)c3)ncnc21	i	-1%	27	-3	-1%	-5.0	-25%	1%
COc1cc(NC(=O)C2CCCCC2)c2ncccc2c1	i	-3%	14	-5	18%	2.4	i	-2%
COc1ccc(C(C(=O)NC2CCCC2)n2c(-c3cccs3)nc3ccccc32)cc1 (stereo not given)	i	-20%	-25	1	9%	.	-1%	.
Cc1cc(C)n2nc(SCC(=O)N3CCC(C)CC3)nc2n1	i	5%	-6	2	-1%	1.4	i	1%
COc1cc(CNc2cccc3[nH]c(C(F)(F)F)nc23)cc(OC)c1	i	?	-3	0	5%	1.3	-83%[inhibitor]	-2%

Additional results
SMILES	pAkt inh	EPAC2 antagonist	D3 antag	D3 ag	EPAC2 agonist	CCT chaperon mod	PTHR1 ag	MmCpn inh
COc1ccc(N2C(=O)CC(NNC(=O)c3cccnc3)C2=O)cc1 (stereo not given)	i	-1%	-18	6	4%	-43*	i	0%
O=C(COc1ccc(Cl)cc1)NCc1ccccc1	i	-10%	9	4	2%	0.0	i	0%
CC1CCC2(CC1)NC(=O)N(CC(=O)N1CCc3ccccc3C1)C2=O (stereo not given)	i	2%	13	2	-18%	-0.9	-3%	-1%
F[B-](F)(F)COc1ccccc1	i	8%	0	-2	10%	-3.6	10%	.

Part of the list above in order of formula weight, ascending.
SMILES	pAkt inh	EPAC2 antagonist	D3 antag	D3 ag	EPAC2 agonist	CCT chaperon mod	PTHR1 ag	MmCpn inh
F[B-](F)(F)COc1ccccc1	i	8%	0	-2	10%	-3.6	10%	.
O=C(COc1ccc(Cl)cc1)NCc1ccccc1	i	-10%	9	4	2%	0.0	i	0%
COc1cc(CNc2cccc3[nH]c(C(F)(F)F)nc23)cc(OC)c1	i	?	-3	0	5%	1.3	-83%[inhibitor]	-2%

From PubChem

An excerpt, so the mix of outcomes need not match the whole.
